High-throughput results (PubChem)
M1 antag = blocks human M1 muscarinic receptor | CHO-K1 hM1, Fluo-8 calcium fluorescence, ACh EC80 antagonist | 360,000 compounds, 1.3% hits | P11229 | inhibition, % at 3 µM;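 active = percent inhibition above its own plate's cutoff, namely the mean of that plate's compound wells plus 3 SD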;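 note: peak over basal fluorescence ratio during 140 s after agonist addition; 0% = ACh EC80 plus DMSO and 100% = DMSO alone without agonist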
CHRM1 agonist = activates human CHRM1 receptor | P11229 | CHO-K1 hM1, Fluo-8 calcium fluorescence, agonist mode; 0% DMSO, 100% acetylcholine EC100 | activation, % at 3 µM | 360,000 compounds, 0.33% hits | AID 588814;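 active = activation above the run's mean compound activation plus 3 SD, cut at about 16% in these data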;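 note: peak over basal fluorescence ratio within a 140 s kinetic read after compound addition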
CHO parental Ca = signal in parental CHO cells, OX1R antagonist counter-screen; parental CHO-K1, ATP-induced calcium, Fluo-8 fluorescence; inhibition, % at 5.6 µM; 330,000 compounds, 0.63% hits;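 active = inhibition above that plate's mean sample inhibition plus 3 SD, cut at about 26% in these data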;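 note: 0% = ATP-challenged DMSO wells and 100% = DMSO wells without ATP; some compounds past the cut are filed as inactive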
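Assay system – parental CHO cells · Reagent – ATP stimulus · Detection – intracellular calcium via Fluo-8 no-wash fluorescent dye · Evaluation – percent inhibition of ATP-evoked calcium rise, normalized to controls · Controls – ATP wells versus no-ATP DMSO wells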
CHO-K1 Ca PAM = M1 PAM counterscreen hit in parental CHO-K1 cells; activation, % at 3 µM; AID 602247; 360,000 compounds, 0.02% hits; ATP EC20, Fluo-8 calcium fluorescence; 0% at ATP EC20, 100% at ATP max;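 active = activation above the run cutoff, the mean activation of all test compounds plus 3 SD, cut at about 40% in these data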;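 note: peak over basal fluorescence ratio in a 140 s read after ATP addition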
TAAR1 antagonist = antagonists of human TAAR1 | Q96RJ0 | CHO RD-HGA16 TAAR1, Fluo-8 calcium fluorescence, antagonist | inhibition, % at 3 µM | 360,000 compounds, 1.5% hits | AID 624466;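 active = inhibition above a per-plate cutoff, the mean inhibition of test compounds on that plate plus 3 SD, cut at about 49% in these data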;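 note: 0% = DMSO plus EC80 beta-PEA response and 100% = DMSO alone without agonist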
Target sequence (Q96RJ0 whole entry, looked up): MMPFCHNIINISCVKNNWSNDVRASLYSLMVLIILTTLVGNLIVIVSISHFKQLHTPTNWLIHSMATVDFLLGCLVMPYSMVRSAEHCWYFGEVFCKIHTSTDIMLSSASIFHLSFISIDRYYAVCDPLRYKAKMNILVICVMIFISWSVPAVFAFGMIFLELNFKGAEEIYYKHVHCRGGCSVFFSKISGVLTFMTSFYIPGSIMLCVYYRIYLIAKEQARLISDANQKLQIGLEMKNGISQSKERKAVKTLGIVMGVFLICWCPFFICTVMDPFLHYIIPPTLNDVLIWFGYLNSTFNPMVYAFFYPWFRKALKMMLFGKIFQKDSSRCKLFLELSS
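Test system: CHO RD-HGA16 cells bearing hTAAR1 | Reagent: β-PEA, EC80 | Compound dosing: 3 µM, single point | Schedule: Dye loading 75 min at 37 °C, then 30 min room temperature | Signal: Calcium fluorescence with Fluo-8 | Evaluation: Percent inhibition of PEA-evoked calcium signal, max/basal emission ratio | Control set: DMSO-only wells and EC80 β-PEA-stimulated wells | Repeats: Singlicate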
CHO-K1 Ca ag = nonselective activator or artifact in parental CHO-K1 cells. Fluo-8 calcium fluorescence; scaled to maximal ATP response, vehicle zero. activation, % at 3 µM. 360,000 compounds, 0.48% hits; in the data active = activation above about 15%;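 note: untransfected CHO-K1 host cells lacking M1 receptor as counterscreen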
OXTR potentiate = potentiates the human oxytocin receptor response | CHO-OTR cells, Fluo-8 calcium fluorescence, potentiator mode; 0% = oxytocin EC15, 100% = EC100 | activation, % at 3 µM | 320,000 compounds, 0.061% hits | AID 2445;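 active = activation above that plate's cutoff, the mean activation of tested compounds plus 3 SD, cut at about 6.6% in these data, passing the limit was not always enough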;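 note: 100% uses oxytocin at 75 nM as the full agonist control; some results filed as inactive read as strong as hits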
Target sequence (P30559 whole entry, looked up): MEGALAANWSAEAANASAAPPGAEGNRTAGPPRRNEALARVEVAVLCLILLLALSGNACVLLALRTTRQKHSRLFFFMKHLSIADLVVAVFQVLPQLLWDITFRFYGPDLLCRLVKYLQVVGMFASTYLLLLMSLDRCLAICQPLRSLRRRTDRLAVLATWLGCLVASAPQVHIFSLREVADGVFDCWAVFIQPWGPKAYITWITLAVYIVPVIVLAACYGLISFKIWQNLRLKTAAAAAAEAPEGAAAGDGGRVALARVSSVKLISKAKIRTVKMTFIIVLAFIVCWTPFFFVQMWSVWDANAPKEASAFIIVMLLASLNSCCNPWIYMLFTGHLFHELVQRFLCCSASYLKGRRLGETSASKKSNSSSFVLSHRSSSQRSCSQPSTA
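Assay system: CHO cell line stably expressing human OTR | Also added: Oxytocin at about EC15, sub-maximal agonist stimulus | Times: Compound 6 min at room temperature before oxytocin, 100 s read | Measured by: Fluo-8 intracellular calcium fluorescence, ex 470-495, em 515-575 nm | Controls: EC15 oxytocin alone as 0%, 75 nM oxytocin as 100%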
CHO-K1 Ca antag = M1 antagonist counterscreen hit in parental CHO-K1 cells. inhibition, % at 3 µM. AID 602250. 360,000 compounds, 0.6% hits. ATP-induced calcium, Fluo-8 fluorescence;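 active = inhibition above a per-plate cutoff, the plate's mean sample inhibition plus 3 SD, cut at about 24% in these data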;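 note: 0% = DMSO plus EC80 ATP and 100% = DMSO alone without ATP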
TAAR1 ag = human TAAR1 agonism. AID 624467. activation, % at 3 µM. CHO RD-HGA16 TAAR1, Fluo-8 calcium fluorescence; vehicle wells 0%, saturating PEA agonist 100%. Q96RJ0. 360,000 compounds, 0.99% hits;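 active = activation above the mean activation of all test compounds in the run plus 3 SD, cut at about 38% in these data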
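Test system: RD-HGA16 (CHO) cells co-expressing Gα16 and hTAAR1; dosing: one-point dosing at 3 µM (nominal); timing: 17-24 h seeding, 75 min 37 °C dye, 30 min RT; signal: kinetic Fluo-8 calcium fluorescence; read-out basis: % activation relative to PEA EC100 response; controls: DMSO and PEA EC100; replicates: n 1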
The depositor's hits bear a star; nt = not tested or not shown.

SMILES | M1 antag | CHRM1 agonist | CHO parental Ca | CHO-K1 Ca PAM | TAAR1 antagonist | CHO-K1 Ca ag | OXTR potentiate | CHO-K1 Ca antag | TAAR1 ag
Cc1cc(C)c(C(=O)N2CCCC(N3CCN(c4ccc(F)cc4)CC3)C2)o1 (stereo not given) | -4.1 | -6.6 | -21.0 | 12.7 | -21.0 | 1.8 | 1.0 | -9.6 | -0.5
CC(C)=CCc1c(O)cc2c(c1O)C(=O)CC(c1ccccc1)O2 (stereo not given) | 2.6 | -0.8 | 8.8 | -2.2 | -4.4 | 0.8 | -4.3 | 0.8 | 1.4
COc1ccc(C2(C)NC(=O)N(CC(=O)Nc3ccc(C)cc3Br)C2=O)cc1OC (stereo not given) | 1.5 | -3.6 | -4.2 | -1.6 | -16.6 | 1.4 | -8.6 | -10.5 | -0.7
CC(C)CC1NC(=O)c2cc3ccccc3cc2-n2c1nc1ccc(F)cc1c2=O (stereo not given) | -12.1 | -7.0 | nt | 14.1 | -22.3 | 0.5 | nt | -2.6 | -1.1
Cc1cc(C(=O)NC(C)C)on1 | 9.9 | -3.8 | -9.7 | 0.9 | 7.9 | 2.8 | -5.1 | -2.4 | 4.3
NC(=O)CSc1nnc(SCc2ccc(F)cc2)s1 | -2.6 | -6.4 | 11.5 | -10.3 | 5.8 | 1.1 | -15.5 | 12.1 | 2.6
C=CCn1c(=O)c(C(=O)Nc2ccccc2C(=O)OCC)c(O)c2ccccc21 | -34.1 | 2.5 | -31.8 | -2.2 | -11.3 | -0.1 | -9.5 | 3.3 | -1.7
Cc1cc2oc(=O)cc(CN(C)Cc3cccc(F)c3)c2cc1C | 3.1 | -8.1 | -12.3 | 8.6 | 11.9 | 0.5 | -8.2 | 0.9 | 1.2
Cn1c(SCc2cccc(Br)c2)nnc1-c1ccccn1 | 3.8 | -6.8 | -14.1 | 7.6 | -29.8 | 1.1 | -2.1 | -10.8 | 6.2
COCc1cccc(-c2csc(C(N)c3ccc(F)c(F)c3)n2)c1 (stereo not given) | 1.4 | -2.9 | nt | -1.3 | -1.8 | 1.5 | nt | -1.5 | 3.1
CC(C)(C)N(NC(=O)Nc1ccc(F)cc1)C(=O)c1ccccc1 | -3.2 | 2.5 | -9.8 | 23.7 | -10.8 | 3.8 | -2.2 | -13.0 | 4.8
O=C1COc2ccc(C(=O)c3ccccc3C(=O)NCc3ccccc3)cc2N1 | -5.2 | -0.2 | -9.0 | 21.9 | 16.9 | 2.0 | -5.9 | -6.5 | 14.6
CCCCCN(C(=O)CCC(=O)OCc1ccccc1C)c1c(N)n(CCCC)c(=O)[nH]c1=O | -13.6 | -0.1 | 1.8 | 3.8 | -1.9 | 0.9 | -12.9 | -8.0 | 1.0
COc1ccc(CCn2ccc(O)c(Cc3c(F)cccc3Cl)c2=O)cc1OC | -5.9 | -2.8 | -21.6 | 14.8 | 1.6 | 1.8 | 1.7 | -16.4 | -0.2
COc1cccc(NC(=O)N2CCc3nc(Nc4cc(Cl)cc(Cl)c4)ncc3C2)c1 | -1.9 | -3.4 | nt | 24.3 | 6.5 | 1.7 | nt | -9.2 | -0.8
CC(C)[C@H](Nc1ncnc2c1oc1ccccc12)C(=O)O | -18.0 | -0.9 | -2.1 | 5.9 | -0.3 | 4.4 | -9.9 | -2.2 | 0.2
NC(=O)N/N=C\c1cccs1 | -12.0 | -2.2 | -19.4 | -12.6 | -52.8 | 2.9 | -8.9 | 6.8 | 5.6
CCOc1ccccc1N(C(=O)c1ccco1)C(C(=O)NC1CCCC1)c1cccs1 (stereo not given) | 0.0 | -5.6 | -11.4 | -12.6 | 3.0 | -0.6 | 3.7 | -8.5 | -2.2
O=C(Cc1cccc(NC(=O)C2CCCN(C(=O)C3CCCC3)C2)c1)Nc1ccc(C(=O)N2CCOCC2)cc1 (stereo not given) | -6.7 | -2.8 | nt | 7.4 | -7.0 | 0.6 | nt | -16.5 | 0.6
CSc1ccc(-c2cccc3nncn23)cc1 | -1.1 | -3.5 | nt | -14.8 | 4.8 | 0.2 | nt | 20.2 | -0.1

Later entries.
SMILES | M1 antag | CHRM1 agonist | CHO parental Ca | CHO-K1 Ca PAM | TAAR1 antagonist | CHO-K1 Ca ag | OXTR potentiate | CHO-K1 Ca antag | TAAR1 ag
CSC(=S)N/N=C(\C)c1ccc(Br)cc1 | -1.5 | -5.1 | 6.7 | 19.5 | -15.4 | 0.5 | -9.6 | -20.5 | 1.5
C=C(C)c1nc2cc(OC)c(OC)cc2c(=O)o1 | -4.8 | -0.6 | 2.3 | 19.4 | 0.6 | -0.1 | -9.4 | -9.8 | 16.4
O=C(Cn1ccc2ccccc2c1=O)NCCC(=O)Nc1cccnc1 | 2.3 | -4.8 | 2.0 | -2.1 | -8.3 | 0.2 | 0.3 | -3.8 | 6.0
C/C(=N\NC(=O)CNC(=O)c1cccc(F)c1)c1ccc2ccccc2c1 | -11.1 | -7.1 | -11.9 | 11.0 | 5.6 | -0.7 | -9.8 | -6.3 | 2.3
NS(=O)(=O)c1cccc(NC(=O)COC(=O)CCC(=O)c2cccs2)c1 | 1.7 | -2.9 | 1.0 | -2.6 | 3.2 | -0.2 | -7.8 | -6.7 | 3.1
O=C(c1ccc2c(=O)n3c(nc2c1)CCCCC3)N1CCc2ccccc21 | -11.3 | -6.7 | -2.4 | 23.4 | 0.5 | 1.8 | -14.7 | -19.8 | 2.4
Cc1cccc(S(=O)(=O)Nc2nc3ccccc3nc2NCC2CCCO2)c1 (stereo not given) | -20.7 | 0.1 | -14.6 | -24.8 | -5.4 | 0.3 | -3.2 | -2.6 | -1.1
Cc1nnc(SCC(=O)c2ccc(C(C)C)cc2)s1 | -12.3 | -6.8 | -10.6 | 22.8 | -4.1 | 2.9 | -13.4 | -10.7 | -1.7
CN(C)c1cccc(C(=O)NCC(c2ccco2)N(C)C)c1 (stereo not given) | -16.7 | -11.6 | -16.1 | 8.7 | -11.1 | 0.8 | -11.2 | -13.0 | -1.8
Cc1cc(C)cc(NC(=O)CSc2n[nH]c(-c3cccnc3)n2)c1 | 9.0 | -4.2 | -16.4 | -12.6 | -1.2 | 0.3 | -4.6 | -13.9 | 7.3
COC(=O)C1=C(C)N(C)C(=O)NC1c1c(OC)ccc2ccccc12 (stereo not given) | -1.2 | 3.6 | -8.2 | -5.7 | -9.2 | 0.9 | -6.3 | 0.7 | -0.4
Cc1ccc2c(c1)N(CC(=O)NCCCN1CCCCC1)C(=O)c1cccnc1O2 | -1.8 | -10.0 | -9.2 | 14.1 | -18.1 | 0.3 | -11.0 | -14.6 | -0.1
COc1ccc(S(=O)(=O)N2CCn3c2nc2ccccc23)cc1 | -5.9 | -3.0 | -4.3 | 8.8 | -5.8 | 0.2 | -8.2 | 0.0 | 1.4
Cc1ccc(C(C)(C)C)c(OCCOCCN2CCCC2)c1 | 12.6 | -9.7 | -3.6 | 19.3 | 11.6 | 2.1 | -3.5 | -5.5 | 2.0
Cc1nn(-c2cc(N3CCCCCC3)ccc2[N+](=O)[O-])c(=O)c2ccccc12 | -0.4 | -6.0 | -12.2 | 17.9 | 6.1 | -0.3 | 4.3 | 2.0 | 9.1
CC[C@]1(C(=O)OC)[C@H]2C(=O)N(C)C(=O)[C@H]2[C@H]2CN=C(SCc3ccc(C(=O)OC)cc3)N21 | -10.1 | -9.9 | -4.7 | 19.2 | 9.4 | 1.0 | nt | -7.1 | 1.2
O=C(c1ccco1)N1CCN(Cc2cccnc2)CC1 | 11.4 | -4.9 | -4.7 | 2.5 | 16.8 | 0.0 | -2.4 | 6.4 | 1.3
CCOC(=O)C1CCN(C(=O)CSc2nnc(-c3ccco3)n2-c2ccccc2)CC1 | -28.6 | -5.9 | -19.1 | 16.8 | -11.6 | 0.4 | -4.3 | -7.5 | 3.8
O=S(=O)(c1ccccc1)N1CCC(O)(CSc2ccccc2)CC1 | 10.8 | 1.5 | -1.9 | -10.3 | -7.5 | 3.4 | -10.9 | 5.7 | 21.1
O=C1S/C(=C\c2ccc(O)c([N+](=O)[O-])c2)C(=O)N1Cc1cccc([N+](=O)[O-])c1 | 16.6 | 0.2 | -13.2 | -7.4 | 9.4 | 6.6 | -20.1 | 7.9 | 9.7

Continued:
SMILES | M1 antag | CHRM1 agonist | CHO parental Ca | CHO-K1 Ca PAM | TAAR1 antagonist | CHO-K1 Ca ag | OXTR potentiate | CHO-K1 Ca antag | TAAR1 ag
CC(=O)c1c(C)[nH]c(C(=O)NCc2ccccc2F)c1C | -8.3 | -1.0 | -19.7 | 2.0 | -7.6 | 0.4 | -7.1 | -10.3 | -0.1
Cc1cccc(C2NS(=O)(=O)N=C2N)c1 (stereo not given) | -10.0 | -0.9 | -6.8 | 9.1 | 6.3 | -0.1 | -11.2 | 3.3 | 8.0
COc1cccc(NC(=O)C2(C)CCN2C(=O)CC2CC2)c1 (stereo not given) | -0.5 | -2.0 | nt | -7.2 | -2.5 | 0.2 | nt | -0.2 | 0.9
Cc1ccnc(NS(=O)(=O)c2ccccc2)n1 | -10.8 | -0.9 | -12.6 | 1.4 | 8.9 | 0.0 | -3.3 | -14.8 | 0.2
CCC(Cc1ccccc1)NC(=O)C1CC1 (stereo not given) | -9.1 | -2.1 | nt | 11.7 | 6.1 | 0.4 | nt | -6.0 | 1.3
O=C(CSc1ccc2c(c1)OCCO2)NCCc1ccc(Cl)cc1Cl | -2.6 | -7.7 | -15.4 | 28.6 | -4.2 | 0.8 | -2.7 | -9.8 | 8.1
CCN(CC)S(=O)(=O)c1cc(C(=O)Nc2cccnc2Cl)ccc1Cl | 2.9 | -4.2 | 5.7 | 9.6 | 5.1 | 2.4 | -15.9 | -4.4 | 3.5
CN(C)CCSc1nc(-c2ccccc2)nc2c1CCCC2 | -4.2 | -5.8 | 6.1 | 23.7 | -10.7 | 2.2 | 0.5 | -11.6 | 0.5
Cc1cc(NC(=O)/C=C/c2ccccc2Cl)n(-c2nc3ccccc3[nH]2)n1 | 2.2 | -4.7 | -13.4 | 6.8 | 0.8 | 0.4 | -8.3 | -9.8 | 2.0

As entered above:
`CC(C)(C)N(NC(=O)Nc1ccc(F)cc1)C(=O)c1ccccc1` in CHO parental Ca = -9.8
`O=C(c1ccc2c(=O)n3c(nc2c1)CCCCC3)N1CCc2ccccc21` in CHO-K1 Ca PAM = 23.4
